# Screening results (PubChem BioAssay)
# EP2 antag = inhibitors of human EP2 prostaglandin E2 receptor; C6 glioma cells expressing human EP2, cAMP TR-FRET; cells stimulated with saturating PGE2; inhibition, % at 25 µM; hit rate 0.52% among 260,000; AID 1422;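 active = percent inhibition above 40 after rounding to a whole number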;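 note: rat C6 glioma host cells with rolipram phosphodiesterase inhibitor present; the protocol text gives 20 µM as final concentration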
# Rad51 HR inh = Rad51 (human) homologous recombination inhibition; hRad51 DNA strand exchange, fluorescence dequenching; inhibition, % at 10 µM; hit rate 0.085% among 200,000; Q06609;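 active = inhibition above 40% at the single screening dose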;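 note: 0% = DMSO control wells and 100% = blanks with heterologous ssDNA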
# Target sequence (Q06609 whole entry, looked up): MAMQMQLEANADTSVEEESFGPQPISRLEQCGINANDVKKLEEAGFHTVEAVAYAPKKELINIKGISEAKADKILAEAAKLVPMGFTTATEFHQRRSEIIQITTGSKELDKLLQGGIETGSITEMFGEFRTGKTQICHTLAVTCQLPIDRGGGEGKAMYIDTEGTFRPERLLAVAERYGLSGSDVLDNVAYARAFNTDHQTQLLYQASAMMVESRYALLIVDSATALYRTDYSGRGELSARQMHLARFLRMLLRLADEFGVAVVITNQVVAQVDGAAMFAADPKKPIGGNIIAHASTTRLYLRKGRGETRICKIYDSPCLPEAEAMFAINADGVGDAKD
#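 Test system: preformed human Rad51 ssDNA filaments; also added: Donor/quencher-labelled 47-bp dsDNA substrate; doses: 10 µM final, single point; times: 37 °C 15-min filament assembly, 30-min compound preincubation, 15-min exchange; detection: FRET fluorescence dequenching, excitation 485 nm, emission 520 nm; read-out basis: Fluorescence-based percent inhibition, control- and blank-normalised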
# EP2 mod = modulates human prostaglandin E2 receptor EP2 signaling | hit rate 0.83% among 260,000 | P43116 | induction, % at 25 µM | EP2-expressing cells, cAMP HTRF FRET, PGE2 co-stimulation | AID 940;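 active = compounds whose cAMP rise, as percent of the full-agonist control response, exceeds 60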;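 note: rat C6 glioma line stably carrying human EP2 under a CMV promoter; the protocol text gives 20 µM as final concentration; 100% = response of wells given 1 µM PGE2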
# Tb hexokinase = blocks Trypanosoma brucei hexokinase 1 activity | recombinant TbHK1, G6PDH-coupled NADH A340 | inhibition, % at 10 µM | hit rate 0.11% among 220,000 | AID 1430;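 active = inhibition of 50% or more in the single-dose primary screen; inactive = inhibition below 50%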
# 14-3-3 Bad inh = disrupts binding of bovine 14-3-3 zeta to phospho-Bad peptide | P63103 | TR-FRET 14-3-3zeta/Dy647-pBad peptide displacement, 1 h | inhibition, % at 21.7 µM | hit rate 0.71% among 220,000 | AID 781;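 active = inhibition above about 70%, limit read from the data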;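 note: 0% = full 14-3-3 plus peptide FRET controls and 100% = background without 14-3-3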
# Target sequence (P63103 whole entry, looked up): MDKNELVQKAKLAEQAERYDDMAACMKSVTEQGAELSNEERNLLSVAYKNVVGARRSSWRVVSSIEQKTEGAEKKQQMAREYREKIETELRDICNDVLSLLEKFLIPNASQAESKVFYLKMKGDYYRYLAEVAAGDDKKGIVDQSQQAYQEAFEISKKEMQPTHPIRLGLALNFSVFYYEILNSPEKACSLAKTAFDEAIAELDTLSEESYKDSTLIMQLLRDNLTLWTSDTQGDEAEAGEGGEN
# zVAD death inh = L929 zVAD cell death inhibition; AID 1377; hit rate 0.38% among 220,000; L929 zVAD necroptosis rescue, ATP luminescence, 24 h; with zVAD 60 µM; viability rescue, % at 10 µM;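 active = activation, scaled between plate controls, above about 75%, limit read from the data; inactive = activation under that limit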;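 note: 0% = zVAD with DMSO and 100% = DMSO alone without zVAD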
# eIF4E-4G inh = blocks eIF4E binding to eIF4G; P63073+Q04637; TR-FRET eIF4E-eIF4GI(517-606) binding, 2 h; inhibition, % at 21.7 µM; hit rate 0.37% among 220,000;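 active = inhibition above about 30%, limit read from the data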;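 note: 0% = full FRET control wells and 100% = background wells lacking eIF4GI fragment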
# Calpain2 inh = inhibitors of pig calpain II. purified calpain II, fluorogenic peptide substrate, 30 min. hit rate 0.37% among 220,000. inhibition, % at 16 µM;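 active = inhibition above about 50%, limit read from the data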
# Hck-Nef inh = human Hck-Nef kinase inhibition; hit rate 0.68% among 220,000; P08631; inhibition, % at 20 µM; Recombinant Hck-YEEI plus Nef, Z-Lyte FRET kinase assay;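 active = Hck-Nef kinase inhibition above about 50%, limit read from the data; inactive = inhibition below that limit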;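 note: 0% = DMSO with Hck plus Nef and 100% = Hck alone without Nef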
# Target sequence (P08631 whole entry, looked up): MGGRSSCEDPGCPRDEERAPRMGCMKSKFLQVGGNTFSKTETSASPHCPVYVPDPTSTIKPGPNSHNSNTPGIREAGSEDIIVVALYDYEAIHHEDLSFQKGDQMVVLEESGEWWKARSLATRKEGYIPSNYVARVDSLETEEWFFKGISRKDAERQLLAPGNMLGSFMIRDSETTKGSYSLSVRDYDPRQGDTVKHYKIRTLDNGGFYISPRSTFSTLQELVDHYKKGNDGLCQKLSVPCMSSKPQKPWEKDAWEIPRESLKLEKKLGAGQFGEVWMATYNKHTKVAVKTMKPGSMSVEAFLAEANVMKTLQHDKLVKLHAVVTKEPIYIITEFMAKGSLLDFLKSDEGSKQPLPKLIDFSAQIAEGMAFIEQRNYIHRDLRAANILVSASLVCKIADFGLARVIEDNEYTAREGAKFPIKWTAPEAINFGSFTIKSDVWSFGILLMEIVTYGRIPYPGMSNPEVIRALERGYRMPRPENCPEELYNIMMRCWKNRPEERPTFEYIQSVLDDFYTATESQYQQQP
# * = called active by the depositor; i = inactive; . = no result given; & = joins results of further samples; [ ] = another dose, or the depositor's remark. These rows are one share of the data. The share of hits here may be higher or lower than overall.
SMILES,EP2 antag,Rad51 HR inh,EP2 mod,Tb hexokinase,14-3-3 Bad inh,zVAD death inh,eIF4E-4G inh,Calpain2 inh,Hck-Nef inh
Cn1c(CNc2cccc(Cl)c2)nnc1SCC(=O)OC1CCCCC1,6,-2,-25,4,-5,0.1,-3,19,-1
N#Cc1ccc(N2Cc3ccccc3/C2=N/C(=O)Nc2ccc(Cl)cc2)cc1,8,-14,0,17,11[fluorescence artefact?],0.0,-12[fluorescence artefact?],-5,3
COCCCNC(=O)c1ccc2c(=O)n(Cc3ccc4c(c3)OCO4)c(=S)[nH]c2c1,4,0,1,-10,28[fluorescence artefact?],-0.3,1,3,8
Nc1nc(-c2ccc(F)cc2)cc(C(F)(F)F)n1,4,1,4,-16,9,-0.3,-1,-35,2
COc1ccc(NC(=O)c2cc3n(n2)C(C(F)(F)F)CC(c2ccc4c(c2)OCO4)N3)cc1OC (stereo not drawn),.,.,-48,-16,-6,41,-1,-98,5
COc1ccc(CC(CC(=O)O)C(=O)Nc2ccc(OC)cc2)cc1 (stereo not drawn),7,3,5,-1,7,0.8,2,-24,0
COC(=O)Cc1c(O)ccn(CCc2ccc(OC)c(OC)c2)c1=O,5,-1,5,-1,11,3.7,1,-19,12
Nc1ccc(Nc2ccncc2[N+](=O)[O-])cc1,9,2,5,-10,4,0.2,-8,-12,3
CN(CC(=O)NCc1ccc(Cl)cc1)S(=O)(=O)c1cccc2cccnc12,11,4,-5,-3,1,-0.3,0,13,1
CC(C)(C)OC(=O)C(C)(C)Sc1nnc(N)s1,6,25,-5,-5,-3,0.4,-3,-10,12
CCc1ccc(NC(=O)CN2C(=O)CSC2=O)cc1,8&11,-10,9&-1,-2,-1[fluorescence artefact?],1.0,3,-5,6
CCOC(=O)c1c(C)[n+]([O-])c2ccc3c(non3O)c12,3,.,29,-3,-12,1.3,4,-13,17
Cc1noc(C)c1CSCC(=O)N1CCN(c2ccc([N+](=O)[O-])cc2)CC1,21,4,-26,-18,5[fluorescence artefact?],-0.4,0,-11,1
CC1CCCCN1S(=O)(=O)c1ccc(C(=O)Nc2ccccc2-c2nc3ccccc3s2)cc1 (stereo not drawn),.,.,17,-18,2,29,6,-87,-4
COc1ccc(N2CC(C(=O)N/N=C/c3cc([N+](=O)[O-])ccc3O)CC2=O)cc1 (stereo not drawn),15,4,-6,-17,-5,3.7,-3,-10,7
Cc1ccc(-c2nc3ncccn3c2Nc2ccc3c(c2)OCO3)o1,21,-2,-16,-24,8,-0.1,4,-3,-1
CCC(c1nnnn1Cc1ccc2c(c1)OCO2)N1CCN(CC)CC1 (stereo not drawn),4,-4,23,6,2,0.2,2,-25,19
Cc1ccc(C)c(-n2c(-c3ccc4c(c3)OCO4)n[nH]c2=S)c1,6,-1,19,5,3,-0.2,2,-99,0
N#CCC(=N)N1CCN(c2ccccc2Cl)CC1,16,-4,-16,4,5[fluorescence artefact?],0.1,-3,13,1
O=C1C2C3C=CC(C3)C2C(=O)N1c1ccccc1OS(=O)(=O)c1ccccc1 (stereo not drawn),9,-9,-14,35,-5,0.2,0,8,3
CCOC(=O)C1(C)NC(c2cccs2)C2C(=O)N(c3ccccc3)C(=O)C21 (stereo not drawn),9,4,23,1,-5,-0.5,-5,-4,-7
COc1cc2c(cc1OC)C(c1ccc(Cl)cc1)=NCC2,9,5,21,-16,-3,-0.4,-4,-19,16
CC(C)CC(=O)NNC(=O)c1ccc(Cl)cc1,11,1,28,4,-1,-0.1,0,8,13
COc1ccc(C(O)c2nccc3cc(OC)c(OC)cc23)cc1OC (stereo not drawn),6,-54,-21,-3,92*,0.8,-2,-18,5
CCC(=O)NCc1nc2ccccc2n1Cc1ccccc1F,3,-3,-3,3,-5,0.7,-3,-13,1
Cc1nc2ccc(NC(=O)c3cncc(Br)c3)cc2s1,6,0,-15,-13,-2,2.0,-3,-1,17
COc1ccc(CC(=O)Nc2cccc(-c3ccc4nnc(C)n4n3)c2)cc1OC,10,2,-11,1,-4,18,1,-1,12
COc1ccccc1NC(=O)Cc1csc(NC(=O)c2ccccc2)n1,6,.,-24,7,6,-0.1,1,36,-6
N#Cc1c(C(F)(F)F)cc(-c2ccc(Cl)cc2)[nH]c1=O,8,-1,-4,-8,-7,0.2,6,i,4
CC(C)=CCCC(C)CN1CCC(N2CCC(C(=O)NC(C)C)CC2)CC1 (stereo not drawn),3,-17,-25,1,-2,0.3,6,24,-4
CCOC(=O)c1cc(CC)sc1NC(=O)C1CC(=O)NN1Cc1ccccc1 (stereo not drawn),7,9,47,-5,1[fluorescence artefact?],-0.3,5[fluorescence artefact?],-13,2
COc1ccc(NC(=O)C2CC(=O)OC2c2ccccc2)cc1 (stereo not drawn),3,4,12,33,-5[fluorescence artefact?],-0.3,-20,18,-6
O=C(COc1ccccc1Cl)NCc1ccco1,13,-13,15,2,1,-0.4,2,-9,3
COc1ccc(N2CC(C(=O)OCC(=O)c3ccccc3)CC2=O)cc1 (stereo not drawn),17,4,-15,-2,11,0.0,5,-33,0
CC(=O)N1CCN(c2ccccc2NC(=O)COc2cc(C)ccc2C(C)C)CC1,13,11,39,-3,-14,-0.3,-1,-48,1
Cc1nn2c(=O)c3c4c(sc3nc2n1-c1ccccc1)COC(C)(C)C4,8,7,-24,5,2,-1.0,-7,10,15

# 14-3-3 Bad inh: what is marked active above
SMILES	EP2 mod	Tb hexokinase	14-3-3 Bad inh	eIF4E-4G inh	Calpain2 inh	Hck-Nef inh
COc1ccc(C(O)c2nccc3cc(OC)c(OC)cc23)cc1OC (stereo not drawn)	-21	-3	92*	-2	-18	5

# Going on with the list:
SMILES,EP2 antag,Rad51 HR inh,EP2 mod,Tb hexokinase,14-3-3 Bad inh,zVAD death inh,eIF4E-4G inh,Calpain2 inh,Hck-Nef inh
COc1ccc2nc3ccccc3nc2c1NC(=O)c1ccc(Br)cc1,6,-68,-29,-12,12,0.7,9[fluorescence artefact?],0,8
CCCn1nnc(NC(=O)c2ccc(Br)cc2)n1,9,8,-2,3,9[fluorescence artefact?],0.5,-1[fluorescence artefact?],10,10
Cc1cc(SCC(=O)NC(=O)c2cccn2C)nc2ccccc12,4,1,19,-15,-2,-1.0,-7,-2,11
Cn1nc2sc3ccccc3n2c(=O)c1=O,10,14,-2,-4,0,-0.1,0,8,13
CCOC(=O)c1sc2ncn(C(CC)C(=O)OC)c(=O)c2c1C (stereo not drawn),2,0,3,3,1,0.1,-3,-1,2
N#Cc1cnn2c3c(cnc12)C(=O)N1CCc2ccccc2C1C3 (stereo not drawn),12,4,14,-6,-5,1.6,-1,-349,21
CCOC(=O)N1CCN(C(=O)CN2C(=O)COc3ccc(C(C)(C)C)cc32)CC1,5,-5,-6,-9,-2,-0.7,-1,-3,-2
Cc1cccc(/C(N)=N/OC(=O)COc2ccccc2Cl)c1,8,.,4,0,7,-0.7,0,-4,2
CCCCNCc1cc(Br)c(OCc2cccs2)c(OC)c1,13,2,9,12,16,1.3,1,-13,0
Cc1ccc(/C=N/NC(=O)c2ccoc2C)s1,5,3,-3,-29,0[fluorescence artefact?],2.1,-2,15,0
CC(C)(C)NC(=O)/C(=C/c1cccnc1)NC(=O)c1ccco1,7,-5,6,-12,-5,0.0,-5,3,15
CCOc1ccc(C2CC(c3ccccc3)Nc3nc(N)nn32)cc1 (stereo not drawn),3,-2,-10,-1,-5,2.3,-3,4,0
CCOC(=O)c1nc2ccccc2s1,7,6,15,-4,13,-0.1,0,27,-1
Cc1cccc(NC(=O)CN(c2ccc(F)cc2)S(C)(=O)=O)c1,3,.,-42,-2,-4,0.3,-4,1,15
O=C(NCc1cccnc1)NC(C(F)(F)F)C(F)(F)F,12,1,20,-3,3,0.6,0,-11,1
CN1/C(=C\C=Nc2cc(S(=O)(=O)N3CCOCC3)ccc2N2CCOCC2)C(C)(C)c2ccccc21,10,8,4,-24,-5[fluorescence artefact?],0.7,-3,23,4
CN(CC(=O)O)c1ccc(C(F)(F)F)cc1[N+](=O)[O-],5,7,-7,-2,-14,0.5,3,4,-15
Cc1ccc(CNc2oc(-c3ccco3)nc2S(=O)(=O)c2ccccc2)cc1,6,0,36,3,-7,1.0,-1,19,6
CCCCc1c(C)c2cc(C)ccc2[nH]c1=O,7,4,-2,-7,7,0.2,4,27,0
O=C(CNS(=O)(=O)c1cccs1)N1CCCC1,14,.,18,-1,2[fluorescence artefact?],-0.7,3[fluorescence artefact?],-23,-4
COc1ccccc1CNc1nc2nc(C)c(C)c(=O)n2[nH]1,2,-4,21,4,2,0.2,-1,5,2
CCOC(=O)CNC(=O)CSc1nnc(NC(=O)c2ccccc2Cl)s1,2,-4,7,-5,-2,2.7,4,-173,-22
COc1cc2c(=O)n(CCCC(=O)NCC3CCCO3)c(=O)n(CC(=O)c3ccc(F)cc3)c2cc1OC (stereo not drawn),2,-1,22,-9,1,0.2,4,-17,-2
CCN(CC)c1ccc(C(=O)N/N=C/c2ccc(OC)cc2OC)cc1,12,-6,-71,-28,-2,2.5,0,-19,-29
C=CCn1c(C)cc(C(=O)COC(=O)/C=C/c2ccc(OC)cc2)c1C,4,4,-39,-1,-13,68,3,3,24
CCn1ccc2cc(OC)ccc2c1=S,19,5,24,-1,-8,-0.1,0,-36,3
O=C(CSc1ccc(-c2ccc(F)cc2)nn1)Nc1ccc2c(c1)OCCO2,7,5,2,-8,8,0.5,3,-12,2
O=C(NCCCO)NC12CC3CC(CC(C3)C1)C2,6,2,-1,-3,-11,0.3,-2,8,-1
O=C(Nc1ccc(Cl)cc1)Nc1ccccc1Sc1ncc([N+](=O)[O-])s1,7,16,-48,-1,4,-0.3,-3,-19,-1
Cc1ccc(NC(=O)C2CCCNC2=O)nc1 (stereo not drawn),10,3,2,-1,7[fluorescence artefact?],-0.1,4[fluorescence artefact?],-12,7
c1ccc(-c2ccc(-c3nc(-c4ccccn4)no3)cc2)cc1,10,0,48,-7,-3,-2.3,-17,-7,-2
COc1ccc(OCc2nc3c4c(ncn3n2)-c2ccccc2CC42CCCC2)cc1,10,-8,6,10,-3,11,5,-10,0
Cc1ccc(-c2ccc(CCC(=O)O)n2C(C)C)cc1,11,-5,10,-1,-1,0.4,-1[fluorescence artefact?],-19,24
OC(COc1ccc(Cl)cc1)CN1CCCCC1 (stereo not drawn),4,-2,14,9,0,0.9,5[fluorescence artefact?],-1,-1
COc1ccc(C(=O)Nc2ccc(S(=O)(=O)N3CCCC3)cc2)cc1,10,-4,-28,12,1,1.5,-3,15,-4
COc1cc(C(=O)OC(C)CN2CCOCC2)cc(OC)c1OC (stereo not drawn),8&6,2&12,7&9,-4&2,36&2[fluorescence artefact?],0.2&-0.1,-4&0[fluorescence artefact?],-2&-1,-1&18
CCN(CC)S(=O)(=O)c1cc([N+](=O)[O-])ccc1NNC(=O)Nc1ccc(F)cc1,20,0,-26,-13,-8,0.5,4,30,7
CCCS(=O)(=O)N1CCCC(C(=O)N2CCC(Cc3ccccc3)CC2)C1 (stereo not drawn),9,2,8,-4,-6,-0.8,-9,-7,-10

# Just eIF4E-4G inh, EP2 antag and Rad51 HR inh, for 5 of the compounds above:
canonical_smiles | eIF4E-4G inh | EP2 antag | Rad51 HR inh
Cc1ccc(NC(=O)C2CCCNC2=O)nc1 (stereo not drawn) | 4[fluorescence artefact?] | 10 | 3
Cc1ccc(-c2ccc(CCC(=O)O)n2C(C)C)cc1 | -1[fluorescence artefact?] | 11 | -5
OC(COc1ccc(Cl)cc1)CN1CCCCC1 (stereo not drawn) | 5[fluorescence artefact?] | 4 | -2
C=CCn1c(C)cc(C(=O)COC(=O)/C=C/c2ccc(OC)cc2)c1C | 3 | 4 | 4
COc1cc(C(=O)OC(C)CN2CCOCC2)cc(OC)c1OC (stereo not drawn) | -4&0[fluorescence artefact?] | 8&6 | 2&12
